# Screens (PubChem BioAssay)
# WT yeast gro inh = growth inhibition of WT yeast, mitochondrial fusion screen | mitochondrial fusion phenotypic screen, WT strain | inhibition, % at 10 µM | actives 2.1% (n = 190,000) | AID 1362; in the data active = inhibition above about 58%; tested in S. cerevisiae
# MT stabilizer = microtubule stabilizers in HeLa cells; HeLa tubulin immunostaining HCS, 24 h; share of cells brighter than vehicle mean+2SD; % tubulin-high responders, % at 10 µM; actives 0.83% (n = 200,000);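 active = plate Z-score above 3 for both tubulin-high and condensed-nucleus cell shares, with cell loss under 80%, at 10 µM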;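 also: anti alpha tubulin signal scored within the nucleus-defined area of each cell; some results filed as inactive read as strong as hits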
# Autophagy mod = autophagy modulation, high-content screen; MEF GFP-LC3 puncta imaging; test concentration mostly 10 µM; calls only at 10 µM (by protocol); actives 0.98% (n = 190,000);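 active = percentage of spot-positive cells more than 3 SD above its plate mean, without a fluorescence outlier flag or 80% toxicity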;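 also: spot-positive cell cutoff set from DMSO-treated cells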
# b-catenin transl = beta-catenin nuclear translocation modulation. HeLa beta-catenin nuclear translocation, immunofluorescence imaging. nuclear translocation activity, % at 5 µM. actives 0.3% (n = 190,000);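 active = nuclear translocation activity above 50% at 5 µM, with a well cell count of 50 or more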;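 also: per-cell ratio of nuclear to cytoplasmic median beta-catenin stain intensity; plate controls were DMSO negative control for no effect and GSK-3 inhibitor IX positive control for full effect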
#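 Test system: human HeLa cells, native beta-catenin. Compound dosing: 5 µM primary single dose, 0.1% DMSO, 0.02–20 µM confirmation series. Incubation: compound exposure 24 h at 37°C. Detection: beta-catenin immunostaining with DAPI counterstain, 20x imaging, 6 fields/well. Read-out basis: Nuclear/cytoplasmic beta-catenin signal ratio, % activation.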
# Yfh1-depleted yeast = enhancers of respiration in Yfh1-depleted yeast, dose response, Friedreich's ataxia, plus single-dose screen (AID 1465) | actives 0.074% (n = 220,000) | S. cerevisiae Yfh1-off respiration, WST-1 reduction, 72 h; higher fold induction means a stronger effect | fold induction at 50 µM; hits with a dose series show EC50 in µM;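 active = fold induction of absorbance versus untreated yeast above a set limit, then at least 30% activation at any dose in follow-up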;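 also: activators that raise dye reduction in frataxin-depleted yeast; strong numbers were not always called active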
# Insulin prom up = MIN6 insulin promoter up-regulation | AID 1625 | actives 0.3% (n = 190,000) | z-score at 5 µM | MIN6 insulin promoter-GFP reporter, high-content imaging; hits give high values;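 active = z-score above 3 at 5 µM with at least 500 cells counted in the well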
# PMI inhibition = MPI inhibition at elevated mannose 6-phosphate – biochemical, fluorescence intensity, high mannose 6-phosphate, primary screen (AID 1220); recombinant PMI enzyme, coupled fluorescence intensity; higher % means a stronger effect; inhibition, % at 20 µM; hits with a dose series show IC50 in µM; actives 0.66% (n = 190,000)
# Dynein transport = dynein cargo transport inhibition; 3617.4 mouse cells, GR-EGFP nuclear translocation imaging; test concentration mostly 20 µM; stimulated with dexamethasone, 1 µM; hits give low values; z-score, hits read low; actives 0.47% (n = 220,000);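 active = plate z-score of nuclear minus cytoplasmic receptor signal below a set negative limit, without overly bright fluorescence or cell loss, cut at about -3.5 in these data, passing the limit was not always enough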;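 also: z-score of nuclear minus cytoplasmic ring GR-EGFP intensity difference per well; some compounds called inactive have numbers as strong as hits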
#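 Medium: Induction medium lacking tetracycline, stripped serum | Probe or stimulus: 1.0 µM final dexamethasone stimulus | Schedule: 48 h induction, then 1 h compound, then 30 min agonist, 37 °C | Signal: Automated 10x imaging of fixed Hoechst-stained cells | Evaluation: Per-cell GR-EGFP intensity, nucleus versus surrounding cytoplasmic ring, well-averaged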
# PMI inhibitors = inhibitors of human PMI, primary screen, biochemical, fluorescence intensity, coupled assay (AID 1209); purified PMI enzyme, coupled fluorescence intensity; higher % means a stronger effect; inhibition, % at 20 µM, or IC50 in µM where a hit was titrated; actives 0.42% (n = 190,000);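 also: plate controls were DMSO vehicle for no effect and wells lacking substrate for full effect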
# WT yeast gro inh mutant strain = recorded beside WT yeast gro inh, whose call it bears; inhibition, %; mitochondrial fusion phenotypic screen, mutant strain inhibition
# Dynein transport cytoplasmic EGFP = also measured in Dynein transport; calls as there; z-score; measured here: cytoplasmic GR-EGFP intensity; hits give high values
# Dynein transport nuclear GR-EGFP = also measured in Dynein transport; calls as there; z-score; measured here: nuclear GR-EGFP intensity;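 lower value marks the stronger effect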
# Dynein transport cell count = recorded beside Dynein transport, whose call it bears; z-score; measured here: cell count per field
# Insulin prom up cell count = second read-out of Insulin prom up, no call of its own (marks repeat the call); cell count; measured here: cytotoxicity, nuclei count;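 total cells summed across four imaged fields per well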
# b-catenin transl cell count 5 µM = also measured in b-catenin transl; calls as there; cell count; measured here: cell count, cytotoxicity flag
# MT stabilizer Hoechst-high % = recorded beside MT stabilizer, whose call it bears; % Hoechst-high responders; measured here: nuclear condensation Hoechst responders;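 share of cells brighter than vehicle mean plus two SD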
# MT stabilizer cytotoxicity % = also measured in MT stabilizer; calls as there; toxicity, %; measured here: cytotoxicity by cell density;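 0% = mean cell density of plate MIN control wells and 100% = no cells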
# Autophagy mod cell loss 18 h = further read-out of Autophagy mod, marked with its call; toxicity, %; measured here: cell loss, nuclei count;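 cell loss after 18 h compound exposure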
# An asterisk follows results filed as active; i = inactive; / = no result given. Rule as the data show it, unless noted: active = inhibition above about 50%; inactive = the rest.
Compound	MT stabilizer	PMI inhibition	Autophagy mod cell loss 18 h	Dynein transport cytoplasmic EGFP	Autophagy mod	Dynein transport nuclear GR-EGFP	MT stabilizer Hoechst-high %	Insulin prom up	WT yeast gro inh	Insulin prom up cell count	MT stabilizer cytotoxicity %	WT yeast gro inh mutant strain	Dynein transport	PMI inhibitors	b-catenin transl	Yfh1-depleted yeast	Dynein transport cell count	b-catenin transl cell count 5 µM
CC(C)(C)OC(=O)NCc1ccc(NC(=O)c2nc[nH]c2C(=O)N[C@@H](Cc2ccccc2)C(=O)OC(C)(C)C)cc1	/	/	/	-0.5	/	0.73	/	0.03	/	745	/	/	1.1	/	0.2	i	-1.1	1360
O=c1oc(Nc2ccccc2Cl)nc2ccccc12	3.6	8%	5	-0.25	i	-0.44	2.1	0.12	-4	1414	10.0	0	-0.71	12%	1.2	i	0.34	1365
Cc1oc(C(C)(C)C)cc1C(=O)Nc1ccc2c(c1)OCCO2	1.2	14%	-2	0.0078	i	-0.47	1.1	0.6	-6	1137	9.0	-10	-0.79	23%	-0.7	/	0.68	1173
Cc1cc(NC(=O)/C=C/c2ccccc2Cl)n(-c2nc3ccccc3[nH]2)n1	4.0	-10%	40	-0.24	i	0.46	2.8	-2.6	22	1161	1.8	13	0.57	2%	1.3	i	-0.18	1127
O=C(Nc1cccc(Cl)c1)N(CCCN1CCOCC1)Cc1ccccc1F	4.0	4%	16	-0.13	i	-0.46	1.1	0.76	21	1239	12	-11	-1.3	6%	/	i	0.14	/
COC(=O)C1=C(C)N(C)C(C)=C(C(=O)OC)C1c1ccccn1	1.8	8%	-14	-0.23	i	-0.1	1.5	2.1	17	1391	7.2	13	-0.53	-2%	-2.2	i	1.3	741
CC1=C(C(N)=O)C(c2sccc2C)n2nnnc2N1 (stereo unspecified)	2.2	-10%	-5	0.06	i	0.73	1.4	1.1	2	787	9.1	8	0.59	-5%	/	i	-0.34	/
CCN(CC)CCN1C(=O)c2ccccc2NC1c1ccc(F)cc1 (stereo unspecified)	3.1	-1%	-9	-0.049	i	-0.51	1.5	-0.05	12	1552	4.0	-5	0.17	-3%	0.7	i	-1.2	1383
Cc1ccc(-c2cn3c(n2)CCCC3)cc1	4.4	0%	10	-0.14	i	0.32	1.2	-0.49	1	1161	2.2	11	-0.25	-10%	4.9	i	0.057	685
O=S(=O)(c1ccccc1)c1ccc(NCc2ccco2)cc1	2.8	20%	-6	-0.18	i	1.7	2.7	0.41	5	1051	14	5	1.5	2%	-0.2	i	-0.69	855
Cn1c(Oc2ccc(Cl)c3cccnc23)nc2c1c(=O)n(Cc1ccccc1Cl)c(=O)n2C	2.1	26%	2	0.13	i	0.084	2.2	-0.93	8	1419	11	-4	0.14	7%	1.1	i	-0.91	1307
O=C(O)c1ccc(CSc2nnc(SCc3ccccc3)s2)cc1	2.9	-1%	-26	-0.17	i	0.2	2.0	-0.81	1	1483	2.1	1	-0.44	-3%	-0.8	i	-0.32	987
COc1ccc(C(=O)OCC(=O)NC(=O)NC2CCCC2)c(O)c1	2.8	2%	4	-0.31	i	0.32	1.7	0.04	9	1195	3.6	5	0.013	0%	2.3	i	0.5	879
O=C(Cn1c(=O)n(Cc2ccccc2)c(=O)c2ccccc21)NCc1ccco1	1.7	-10%	-10	-0.37	i	-0.12	1.1	/	-15	/	7.3	-9	-0.59	-9%	/	i	0.34	/
Cc1cc(C2C(=O)C(C(=O)c3ccc(Cl)cc3)C(=O)CC2(C)C)on1 (stereo unspecified)	2.9	-72%	-53	-0.2	i	0.92	1.3	-0.34	-7	1321	6.2	-4	0.69	-31%	-7.6	i	-0.68	1260
CCOc1ccc(C2C(C#N)=C(N)Oc3n[nH]c(C)c32)cc1OC(=O)C1CC1 (stereo unspecified)	2.3	11%	29	-0.15	i	0.94	1.5	0.04	5	1419	1.6	-3	0.69	10%	-4.8	i	0.19	857
Cc1cc(C(C)(C)C)cc(S(=O)(=O)NCC(=O)O)c1C	2.3	-6%	6	-0.28	i	-0.18	1.8	1.1	7	1135	7.1	-6	-0.48	-2%	/	i	0.47	/
c1ccc2nc(-c3ccc4c(c3)OCO4)ccc2c1	3.7	-3%	2	-0.31	i	0.43	1.2	1.1	12	1359	11	26	0.24	0%	-0.2	i	0.19	1048
O=C(Nc1ccc(F)cc1)c1cccc2c1C(=O)N(Cc1ccccn1)C2	3.5	6%	-3	-0.27	i	-0.32	2.6	-0.61	24	1824	7.0	10	-0.42	2%	0.1	i	-0.079	1041
CCC/C(=N\NC(=O)c1ccccc1C)c1ccccc1	4.4	1%	-15	-0.22	i	-0.52	2.5	0.09	-8	1294	6.8	-19	-0.65	-1%	-1.0	i	0.48	471
O=C(CC(c1ccccc1)c1ccccc1O)NCc1ccccc1 (stereo unspecified)	3.6	5%	3	-0.28	i	0.6	2.5	0.86	-10	1677	6.7	1	0.18	4%	-4.2	i	-0.88	1014
O=C(c1ccc(Cn2cc(Cl)c([N+](=O)[O-])n2)cc1)N1CCN(Cc2ccccc2)CC1	/	/	/	-0.27	/	-0.17	/	-0.48	/	1010	/	/	-0.21	/	0.6	i	0.039	1304
CCCCn1c(N)c(N(CC(C)C)C(=O)CN(C)Cc2cccc(OC)c2)c(=O)[nH]c1=O	3.1	4%	-40	-0.19	i	-0.67	2.6	0.58	/	724	6.2	/	-0.88	8%	-5.4	i	0.68	1078
Cc1cc(/C=C2\SC(=S)NC2=O)c(C)[nH]1	6.7	15%	11	-0.067	i	-0.22	1.2	0.11	7	1507	6.0	5	-1.9	-5%	0.9	>100µM*	0.42	1359
C=CCSc1nc2ccccc2n1S(=O)(=O)c1ccc(C)cc1	3.4	6%	-8	1.5	i	8.8	3.1	/	12	/	4.3	14	4.6	6%	8.7	i	-3.8	315
COc1cc(/C=N/NC(=S)NC(C)C)ccc1OCC(=O)Nc1c(C)cc(C)cc1C	3.0	-9%	8	-0.26	i	-0.094	3.5	-0.94	-2	1027	6.3	-3	-1.2	0%	/	i	0.42	/
O=C(N/N=C/c1c[nH]c2ccccc12)C1COc2ccccc2O1 (stereo unspecified)	9.1	0%	6	-0.11	i	0.03	8.7	0.69	3	1480	8.3	-6	0.094	5%	16	i	-0.88	765
C=CCNC(=O)CC(=O)N/N=C/c1ccc(F)cc1	9.0	-1%	10	-0.19	i	-0.27	1.7	0.45	4	1402	11	1	-0.53	-1%	1.7	i	0.51	554
CNc1nc(C)nc(-n2nc(C)cc2C)n1	2.0	-4%	6	-0.064	i	-0.39	1.5	-0.59	5	1166	3.8	13	-0.9	6%	-1.5	i	0.33	1150
CCc1ccc(OCC(=O)OCC(=O)c2ccc3c(c2)NC(=O)CO3)cc1	3.5	5%	-3	-0.19	i	0.38	1.8	0.56	17	763	8.2	3	0.37	6%	/	i	0.49	/
Cc1cccc(NC(=O)NCCN2C(=O)C3C4C=CC(C4)C3C2=O)c1 (stereo unspecified)	3.1	3%	-12	-0.21	i	0.14	4.5	0.28	10	865	9.2	0	-0.12	-1%	/	i	0.22	/
C#Cc1cccc(NC(=O)C2CCN(C(C)=O)CC2)c1	2.6	-11%	17	-0.051	i	-0.15	2.8	0.48	-4	1409	3.2	-10	-0.58	-2%	-0.7	i	0.47	920
Cc1cc(NC(=O)CCSc2ccccc2)no1	2.2	2%	-4	-0.26	i	0.44	4.2	-0.08	-10	1384	7.6	-3	1.4	0%	0.2	i	-0.77	1088
CC(C)c1ccc(NC(=O)C2C3C=CC4(CN(Cc5cccnc5)C(=O)C24)O3)cc1 (stereo unspecified)	2.4	-4%	1	-0.24	i	-0.23	1.9	0.22	1	1250	4.1	-1	-0.43	-4%	-3.6	i	0.63	1111
CC(=O)NN1C(=O)/C(=C\c2ccc(C)cc2)SC1=S	3.4	5%	-20	0.35	i	0.1	2.8	-0.2	54	1421	1.7	7	-0.7	4%	-0.8	i	0.29	1437
COc1ccc(CNCCCO)cc1OC	2.8	2%	-4	-0.22	i	0.071	1.8	-0.05	8	1205	2.9	1	0.093	0%	-0.5	i	-0.022	1170
CCOc1cccc(-c2nnc3sc(-c4ccc(C)cc4)nn23)c1	/	8%	/	/	/	/	/	-0.33	/	1299	/	/	/	6%	-6.7	/	/	992
O=[N+]([O-])c1ccccc1CN1CCN(Cc2ccccn2)CC1	3.9	-16%	-35	-0.14	i	0.31	1.7	/	8	/	11	11	0.36	-10%	1.3	i	-0.37	1095
CCOC(=O)c1c(NC(=O)CN(CC)CC)sc2c1CCN(C(=O)OCC)C2	3.8	10%	-59	-0.19	i	0.5	2.2	-2	8	1263	10	-1	0.64	11%	/	i	0.49	/
